LGR2 antag: blocks bursicon-induced cAMP signaling via Drosophila LGR2 | 380,000 tested, 0.35% active | HEK293 LGR2, CRE-luciferase, bursicon-stimulated, 4 h | inhibition, % at 9.99 µM;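 active = drop in luminescence signal, shown as inhibition above about 50% in the replicate tests, limit read from the data, passing the limit was not always enough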;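 note: agonist challenge used bursicon conditioned medium at about half maximal strength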
EWS-Fli inh: EWS/Fli transcriptional activity inhibition; AID 651661; 350,000 tested, 0.67% active; inhibition, % at 12.6 µM; A673 NR0B1-luciferase reporter, viability-normalised;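 active = mean inhibition of at least 50% after viability correction, with every replicate also passing that limit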;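 note: firefly luciferase signal divided by Alamar Blue viability fluorescence both relative to DMSO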
FN deposition inh: fibronectin deposition inhibition; inhibition, % at 12.6 µM; AH1F fibroblasts, Alexa488-fibronectin deposition fluorescence, overnight; 350,000 tested, 0.086% active;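 active = mean inhibition across replicates of 30% or more, regardless of how many single replicates reach that level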;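 note: positive control wells lacked labelled fibronectin entirely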
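test system = AH1F fibroblasts assembling fluorescent fibronectin matrix | quantity = 10000 AH1F cells per well | buffer or medium = DMEM plus 2% serum, read in PBS | doses = single dose, pinned | incubation = 1 h cell attachment, overnight exposure to compound and label | detection = fluorescence at 485 nm excitation, 525 nm emission | read-out basis = inhibition from reduced deposited-fibronectin fluorescence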
CASP6 VEID inh: inhibitors of human caspase-6 | P55212 | 350,000 tested, 0.53% active | purified caspase-6, Z-VEID-R110 cleavage fluorescence | inhibition, % at 12.5 µM;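 active = mean inhibition across replicates at least about 35%, with every replicate also reaching that limit, limit read from the data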;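 note: 0% = median of neutral control wells and 100% = no fluorescence left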
Target sequence (P55212 24-179 limits assumed): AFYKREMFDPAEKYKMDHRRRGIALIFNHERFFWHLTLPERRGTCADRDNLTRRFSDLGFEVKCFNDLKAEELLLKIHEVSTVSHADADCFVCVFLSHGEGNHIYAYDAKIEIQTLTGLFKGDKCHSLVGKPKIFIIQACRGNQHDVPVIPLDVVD
Target sequence (P55212 194-293 limits assumed): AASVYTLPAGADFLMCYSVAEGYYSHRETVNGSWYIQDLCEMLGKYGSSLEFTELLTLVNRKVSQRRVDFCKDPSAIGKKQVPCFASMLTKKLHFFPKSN
PGC1a acetyl inh: modulators of PGC1a acetylation | 350,000 tested, 0.17% active | inhibition, % at 15.6 µM | U2OS PGC1a acetylation, AlphaScreen anti-acetyl-lysine; with virally co-expressed GCN5 acetyltransferase;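 active = every replicate shows inhibition of at least 40%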;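 note: 0% = neutral control wells and 100% = positive control wells; some results beyond the cut were filed as inactive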
Cneo AK release: Cryptococcus neoformans lysis via adenylate kinase release; 360,000 tested, 0.2% active; lysis activity, % at 15 µM; C. neoformans lysis, adenylate kinase release luminescence, 4 h; normalised: neutral wells 0, clomiphene wells 100;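 active = mean lysis activity across replicates of at least 80%, whatever share of replicates individually reach that level; inactive = mean lysis activity below 80%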
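Assay system: Cryptococcus neoformans yeast cells / Dosing: single-point compound dose / Timing: 4 h at 37 °C static, read 1 h later / Measured by: luminescence of released adenylate kinase using an AK detection reagent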
miR122 inh: miR-122 inhibition in Huh7 cells; Huh7 miR-122 Renilla luciferase sensor, 48 h; neutral wells = 0, positive control = 100; activation (reporter increase), % at 12.5 µM; 340,000 tested, 0.3% active; AID 602342;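 active = mean replicate activation score at least 90 and every replicate individually at or above 90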;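 note: higher luciferase means less miR-122 activity so hits act as miR-122 inhibitors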
PAX8 reporter: lowers PAX8-driven luciferase in RMG-I cells; 360,000 tested, 1.2% active; RMG-I TPO-luciferase reporter, SteadyGlo, 24 h; inhibition, % at 12.6 µM; AID 652154;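 active = mean replicate inhibition at least 60% with every replicate also reaching 60%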;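 note: luciferase light reporting Pax8 driven TPO promoter activity; plate controls were median of neutral control wells for no effect and mitoxantrone controls for full effect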
* hit, by the source's call; · = not tested or not shown; [ ] = dose if it differs, or a comment.

SMILES	LGR2 antag	EWS-Fli inh	FN deposition inh	CASP6 VEID inh	PGC1a acetyl inh	Cneo AK release	miR122 inh	PAX8 reporter
COC(=O)[C@@H]1CCCN1Cc1nc(Cc2ccc(OC)c(OC)c2)no1	6	6	4	-1	·	·	·	5
O=C(O)C[C@@H]1C[C@@H]2c3cc(NC(=O)CC4CC4)ccc3O[C@@H]2[C@@H](CO)O1	17	0	-9	-1	1	-1	3[16.7 µM]	-22
CN(C(=O)COC(=O)c1cccc(NS(=O)(=O)c2ccc(F)c(F)c2)c1)C1CCS(=O)(=O)C1 (configuration not stated)	14	-1	·	2	·	·	·	9
C[C@H](CO)N1C[C@H](C)[C@@H](CN(C)Cc2ccc(C(F)(F)F)cc2)Oc2c(NC(=O)c3ccc(-c4nccs4)cc3)cccc2C1=O	2	14	·	2	-12	1	63[16.7 µM]	·
COc1ccc2cc(/C=N/NC(=O)CN(c3ccccc3C)S(=O)(=O)c3ccccc3)c(Cl)nc2c1	5	3	-5	4	·	-3	-12	26
COc1ccc(CN2CCN(Cc3ccccc3F)CC2)c(OC)c1	10	2	-11	-5	0	1	·	1
O=C(CCC(=O)Nc1ccc(Br)cc1)N/N=C/c1ccc(F)cc1	-4	10	-3	-1	·	3	0	7
CCOc1ccc(C(=O)COC(=O)CN2C(=O)NC3(CCCCC3C)C2=O)cc1 (configuration not stated)	-10	-7	3	5	0	0	6	8
Cc1ccc(OC(=O)c2ccccc2P(=O)(O)O)cc1	-2	-5	·	·	4	1	-2	·
C[C@@H]1CCCCO[C@H](CN(C)C(=O)c2ccccc2)[C@H](C)CN([C@H](C)CO)C(=O)c2cc(N(C)C)ccc2O1	12	-7	·	0	-19	0	-6[16.7 µM]	13
Cc1c(C(=O)NC2CCCCC2C)oc2ccccc12 (configuration not stated)	-10	-10	7	-1	·	2	·	-15
O=C(O)c1ccc(/C=N/NC(=S)NC2CCCCC2)cc1	-14	15	·	2	·	1	-2	-38
O=c1ccc(-c2ccccc2)nn1Cc1ccc(F)cc1Cl	-29	8	2	5	·	-1	·	3
CCOC(=O)N1CCN(c2c(N3CCc4ccccc4C3)c(=O)c2=O)CC1	-2	2	3	0	-9	0	-4	25
O=C(Cn1c(NCCCCl)nc2ccccc21)c1ccccc1	0	3	-15	·	·	-1	-1	-3
O=C(c1c(F)cccc1F)N(Cc1cccs1)C1CCCC1	-16	-2	-10	5	0	-1	6	-6
COc1ccccc1NC(=S)NC(=O)C1CC1	-1	-11	-2	-2	-5	7	-2	9
COC(=O)C[C@H]1CC[C@H]2[C@@H](COc3ccc(NS(=O)(=O)c4ccccc4F)cc3C(=O)N2C)O1	13	6	-8	2	8	·	·	·
C[C@@H]1CN([C@@H](C)CO)C(=O)Cc2cc(NC(=O)Nc3ccccc3)ccc2O[C@@H]1CN(C)CC1CCCCC1	37	-4	6	0	-4	26	-6[16.7 µM]	1
Cc1cc(-c2nnc3n2N=C(c2ccc(F)cc2)CS3)n[nH]1	-49	4	-1	2	·	·	·	-21
CCOC(=O)c1cc2c(c(-c3cccc(C#CCN(C)C)c3)n1)[C@@H](CCO)N(S(=O)C(C)(C)C)C2 (some centres not stated)	3	3	2	-1	6	36	·	-8
CS(=O)(=O)N1[C@@H]2c3ccc(-c4cccc(F)c4)c(=O)n3C[C@H]1[C@H](CO)[C@H]2C(=O)N1CCOCC1	-10	-6	·	2	·	-7	-1[16.7 µM]	1
O=C(NCc1ccccc1C(F)(F)F)C1CCC(=O)N(C2CC2)C1 (configuration not stated)	8	8	-14	-1	·	0	8	1
CCC(=O)Nc1ccc2c(c1)C(=O)N(C)C[C@H](OC)[C@H](C)CN(C(=O)CN(C)C)[C@H](C)CO2	8	-5	-18	·	23	·	3[16.7 µM]	·
Cc1cc(Cl)ccc1OCC(=O)OCC(=O)N1CCC(C(N)=O)CC1	2	-7	-6	-1	-10	2	-1	-3
CN(C)C(=O)C[C@@H]1CC[C@H](NS(=O)(=O)c2ccccc2)[C@H](CO)O1	5	2	-5	1	3	4	-9[16.7 µM]	-1
CC(C)(C)c1cc(OS(C)(=O)=O)ccc1O	-29	-7	10	3	0	0	2	-5
O=C(COC(=O)c1cccnc1Cl)Nc1ccc2c(c1)OCCO2	-30	-14	3	-1	10	3	2	-10
CN(C)C(=O)[C@H]1[C@H](CO)[C@H]2Cn3c(ccc(/C=C/c4ccccc4)c3=O)[C@H]2N1C(=O)c1cccnc1	-16	0	-5	-1	·	-6	·	-15
CCOC(=O)C1(C)C=C(Nc2cccc(OC)c2)C(=O)N1c1ccccc1 (configuration not stated)	0	-133	-12	-1	3	-3	0	17
O=C1CC(c2ccccc2)Cc2nc3nc(C(F)(F)F)nn3cc21 (configuration not stated)	-23	-22	·	-3	-1	1	-1	·
COc1ccc(Cl)cc1NC(=O)CSc1nc2ccsc2c(=O)n1CC1CCC(C(=O)O)CC1 (configuration not stated)	15	·	23	8	·	0	3	21
OC(c1ccccc1)c1nc(-c2cccc(C(F)(F)F)c2)cs1 (configuration not stated)	-26	4	-1	8	·	-1	3	-54
O=C(C1CC1)N1CC(=O)N2[C@H](CO)[C@@H](c3ccc(C#CCc4ccccc4)cc3)[C@H]2C1	1	-2	-9	3	-6	·	·	-17
Cn1c(=O)n(C)c2cc(NC(=O)CCc3ccccc3)c(Br)cc21	1	4	0	3	-22	-1	4	18
O=C1OCc2cc(NC(=O)C34CC5CC(CC(C5)C3)C4)ccc21	·	·	-12	·	·	26	-22	2
CC(Sc1ccccc1F)C(=O)Nc1ccc2c(c1)OCCO2 (configuration not stated)	-69	-103	-6	1	2	-7	0	-226
COCCC(=O)N1CCc2c([nH]c3ccccc23)C1C(C)(C)C (configuration not stated)	-5	7	5	1	-13	1	-2	28
Cc1cccc(N2CCN(C(=O)CNC(=O)Cc3ccccc3)CC2)c1C	19	-3	1	-2	·	0	·	7
COc1ccc(/C=C(\C#N)C(=O)OCC(=O)Nc2ccc(-c3nc4ccc(C)cc4s3)cc2)cc1	27	26	-12	-5	3	-4	0	-59
CC(C)C[C@@H]1COc2cc(NCCO)ccc2S(=O)(=O)N1	15	-3	9	1	·	·	·	-3
O=C(c1ccc(C(F)(F)F)cc1)N1CCN(c2ccc(N3CCOCC3)nn2)CC1	7	8	1	-1	-16	-2	-8	8
Cc1noc(C)c1NC(=O)Nc1ccc2c(c1)CC(=O)N([C@@H](C)CO)C[C@H](C)[C@@H](CN(C)S(=O)(=O)c1cn(C)cn1)O2	2	-6	-5	·	1	-2	-6[16.7 µM]	-15
Cc1ccc(OC2CCN(C(=O)[C@H]3O[C@@H](n4ccc(=O)[nH]c4=O)[C@H](O)[C@@H]3O)CC2)cc1	-9	-1	-1	1	-10	1	-4	6
C[C@H]1CN([C@@H](C)CO)C(=O)CCCn2cc(nn2)CO[C@@H]1CN(C)Cc1ccc(O)cc1	-1	-1	-1	-2	0	-16	4[16.7 µM]	·

3 compounds already listed, arranged by the number in PGC1a acetyl inh, largest number first:
| SMILES | LGR2 antag | CASP6 VEID inh | PGC1a acetyl inh | miR122 inh |
| --- | --- | --- | --- | --- |
| Cc1ccc(OC2CCN(C(=O)[C@H]3O[C@@H](n4ccc(=O)[nH]c4=O)[C@H](O)[C@@H]3O)CC2)cc1 | -9 | 1 | -10 | -4 |
| COCCC(=O)N1CCc2c([nH]c3ccccc23)C1C(C)(C)C (configuration not stated) | -5 | 1 | -13 | -2 |
| O=C(c1ccc(C(F)(F)F)cc1)N1CCN(c2ccc(N3CCOCC3)nn2)CC1 | 7 | -1 | -16 | -8 |

(cont.)
SMILES	LGR2 antag	EWS-Fli inh	FN deposition inh	CASP6 VEID inh	PGC1a acetyl inh	Cneo AK release	miR122 inh	PAX8 reporter
CC(C)C#Cc1ccc2c(c1)O[C@H](CN(C)C(=O)NC(C)C)[C@H](C)CN([C@@H](C)CO)S2(=O)=O	-3	2	0	·	-14	0	4[16.7 µM]	14
O=C(NCC(c1ccc(F)cc1)N1CCOCC1)c1cccc(Br)c1 (configuration not stated)	-2	-3	·	-3	3	·	·	10
CC1CCN(C(=O)c2ccc(CSc3ccc(Cl)cc3)cc2)CC1	-15	-4	1	-2	1	0	0	49
CC1CC(C)CN(C(=O)COC(=O)CCCN2C(=O)c3cccc4cccc(c34)C2=O)C1 (configuration not stated)	-4	-3	0	-1	2	0	3	5
CC(NC(=O)c1ccccc1Br)c1nnc(SCC(=O)NC2CCCCC2)n1C (configuration not stated)	-8	5	-5	-3	-10	-2	0	-3
Cc1ccc(NCc2ccccc2O)cc1	-45	·	11	·	-4	5	·	·
COc1ccc2oc(C(=O)OCC(=O)NC3(C#N)CCCC3)c(C)c2c1	-6	-2	3	-3	·	·	·	·
Cc1c(NS(=O)(=O)c2cccc([N+](=O)[O-])c2)c(=O)n(-c2ccccc2)n1C	7	5	-3	1	5	-3	·	16
C[C@@H]1CCCCO[C@@H](CN(C)Cc2ccccc2)[C@@H](C)CN([C@H](C)CO)C(=O)c2cc(NC(=O)c3ccncc3)ccc2O1	-2	·	-9	1	17	47	-5[16.7 µM]	-2
COc1ccc(NC(=O)NCCCCc2ccccc2)c(OC)c1	7	1	0	-1	·	-1	·	13
COc1ccc(N2CCN(S(=O)(=O)c3cccc(C(F)(F)F)c3)CC2)cc1	·	·	-10	·	-13	-2	1	2
Cc1cc(C(=O)Cn2cnc3ccc(Cl)cc3c2=O)c(C)n1C1CC1	-20	-10	-11	2	12	1	9	1
CCS(=O)(=O)Nc1ccc2c(c1)C(=O)N(C)C[C@@H](OC)[C@@H](C)CN(C)[C@H](C)CO2	3	5	1	-4	-1	-5	7[16.7 µM]	·
O=C(Cc1cccnc1)N[C@@H]1CC[C@@H](CCn2cc(Cc3ccccc3)nn2)O[C@@H]1CO	-1	6	·	2	-1	1	·	-7
Cc1csc2nc(CNC(=O)C3CC=CCC3C(=O)O)cn12 (configuration not stated)	25	1	-5	-1	7	0	-3	-10

Reformatted: entries from further up.
Sequence of screens – LGR2 antag, EWS-Fli inh, FN deposition inh, CASP6 VEID inh, PGC1a acetyl inh, Cneo AK release, miR122 inh, PAX8 reporter
> COc1ccc2oc(C(=O)OCC(=O)NC3(C#N)CCCC3)c(C)c2c1
  -6, -2, 3, -3, ·, ·, ·, ·
> O=C(Cc1cccnc1)N[C@@H]1CC[C@@H](CCn2cc(Cc3ccccc3)nn2)O[C@@H]1CO
  -1, 6, ·, 2, -1, 1, ·, -7

(continued)
SMILES	LGR2 antag	EWS-Fli inh	FN deposition inh	CASP6 VEID inh	PGC1a acetyl inh	Cneo AK release	miR122 inh	PAX8 reporter
CCOc1ccc(/C=N/Nc2cc(=O)n(C)c(=O)n2C)cc1	-1	1	1	8	·	1	·	10
CCCNC(=O)c1cccc(Br)c1	13	5	1	-2	·	·	·	-15
O=C(C1CCCCC1)N1CC[C@@H]2[C@@H](CO)Nc3ccc(C#Cc4ccc(F)cc4)cc3[C@@H]21	-9	·	-2	-2	0	·	·	37
COc1cccc(C(=O)NCCS(=O)(=O)N2CCc3ccccc3C2)c1	1	2	1	1	-6	-2	-6	2
CN(CCNC(=O)c1ccc(CS(=O)(=O)c2c(Cl)cccc2Cl)o1)CCc1ccccc1	-4	11	3	-27	·	·	·	15
C[C@@H]1CN([C@@H](C)CO)C(=O)c2cc(-c3ccc(F)cc3)cnc2O[C@H]1CN(C)CC1CCCC1	0	5	2	-2	-12	-2	-11[16.7 µM]	·
COc1ccc2c3c([nH]c2c1)[C@H](CO)N(C(C)=O)CC31CCN(Cc2cc(-c3ccccc3)on2)CC1	-8	5	2	-1	1	·	·	15
Cc1cc(C)c(C)c(S(=O)(=O)N2CCN(C(=O)CCc3nc4ccccc4c(=O)[nH]3)CC2)c1C	-4	-4	2	-6	·	0	-1	·

From PubChem BioAssay
